Compound activity from PubChem.
hERG rescue – shields human hERG channel from block by proarrhythmic agents | Q12809 | CHO-hERG, FluxOR thallium flux, dofetilide IC70 present | activation (rescue from dofetilide block), less the hit threshold, % at 10 µM | hit rate 0.51% among 310,000 | AID 1511;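 active = activation above the mean of controls blocked by dofetilide plus 5 SD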;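 also: thallium influx through hERG after potassium depolarization seen as dye fluorescence rise; in these data hits start at about 4.7%; inactives centre near -7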
ANO1 block – inhibitors of mouse TMEM16A calcium-activated chloride channel | Q8BHY3 | HEK293 TMEM16A/YFP iodide influx fluorescence, ionomycin | normalized B-score (activity score, 25-100; higher = stronger inhibition) at 10 µM | hit rate 1.2% among 310,000;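 active = ratio plate-corrected score three or more library SD toward inhibition, starting fluorescence score within five deviations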;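 also: score derived from kinetic fluorescence span divided by baseline fluorescence per well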
KCNK9 block – blocks the human KCNK9 two-pore domain potassium channel; Q9NPC2; HEK293 KCNK9, FluxOR thallium flux fluorescence; stronger effect = lower value; B-score at 10 µM; hit rate 1.2% among 310,000;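 active = ratio B-score over 3 SD below the library mean, with starting fluorescence within 5 SD of its mean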;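 also: negative B-score means less thallium flux so channel inhibition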
Target sequence (Q9NPC2 whole entry, looked up, the tested form may be a part): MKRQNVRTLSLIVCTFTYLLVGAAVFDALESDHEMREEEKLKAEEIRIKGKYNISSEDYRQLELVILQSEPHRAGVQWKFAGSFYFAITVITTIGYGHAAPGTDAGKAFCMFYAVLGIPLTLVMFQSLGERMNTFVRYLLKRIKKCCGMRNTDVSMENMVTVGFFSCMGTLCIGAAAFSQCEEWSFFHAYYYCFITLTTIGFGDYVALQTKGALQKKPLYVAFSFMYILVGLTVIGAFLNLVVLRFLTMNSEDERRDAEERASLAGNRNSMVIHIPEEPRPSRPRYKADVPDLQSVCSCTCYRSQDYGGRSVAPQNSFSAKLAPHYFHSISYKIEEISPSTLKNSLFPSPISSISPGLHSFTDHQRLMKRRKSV
TMEM16A act – mouse TMEM16A channel activation, primary screen | Q8BHY3 | HEK293 TMEM16A/YFP-H148Q/I152L, iodide quench fluorescence; stronger effect = lower value | B-score at 10 µM | hit rate 0.3% among 340,000 | AID 623877;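 active = fluorescence-ratio B-score plate-corrected deviation score at least 3 library SD below zero, with starting fluorescence score within 5 deviations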;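 also: channel opened by trigger with iodide after compound preincubation; score built on the fluorescence ratio of max minus min over baseline; more negative score means more quench and so TMEM16A activation or potentiation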
TRPC4 potent – allosteric potentiators of mouse TRPC4 channel | Q9QUQ5 | HEK293 TRPC4beta/mu-opioid, DAMGO EC20, Fluo-4 Ca2+ flux; stronger effect = higher value | B-score at 10 µM | hit rate 0.42% among 310,000;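 active = B-score of calcium response area above 5 SD of library B-scores, with initial fluorescence ratio within 5 SD of library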;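 also: B-score of integrated fluorescence ratio over time as area under calcium response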
HDAC3 inh – human HDAC3 inhibition. O15379. recombinant HDAC3, fluorogenic peptide/trypsin coupled, fluorescence. inhibition, % at 8.3 µM. hit rate 0.15% among 320,000. AID 2718; in the data active = inhibition above about 26%, passing the limit was not always enough; inconclusive = no clear call, values can overlap the other calls
KCNQ1 inh – blocks the human KCNQ1 potassium channel | P51787 | CHO-K1 KCNQ1, FluxOR thallium flux fluorescence; stronger effect = higher value | B-score at 10 µM | hit rate 1.3% among 310,000;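 active = compounds whose thallium flux B-score, printed positive for inhibition, exceeds three library SD while starting fluorescence stays within three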;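 also: channel opened by potassium depolarization with thallium stimulus after 20 min compound exposure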
KCNK3 inh – human KCNK3 channel inhibition, primary screen. CHO-KCNK3 thallium flux, FluxOR fluorescence; stronger effect = lower value. B-score at 10 µM. hit rate 0.84% among 340,000;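 active = B-score under library mean minus 4 SD, starting fluorescence ratio at most library mean plus 5 SD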;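 also: more negative B-score means stronger inhibition of thallium flux through KCNK3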
Target sequence (O14649 whole entry, looked up): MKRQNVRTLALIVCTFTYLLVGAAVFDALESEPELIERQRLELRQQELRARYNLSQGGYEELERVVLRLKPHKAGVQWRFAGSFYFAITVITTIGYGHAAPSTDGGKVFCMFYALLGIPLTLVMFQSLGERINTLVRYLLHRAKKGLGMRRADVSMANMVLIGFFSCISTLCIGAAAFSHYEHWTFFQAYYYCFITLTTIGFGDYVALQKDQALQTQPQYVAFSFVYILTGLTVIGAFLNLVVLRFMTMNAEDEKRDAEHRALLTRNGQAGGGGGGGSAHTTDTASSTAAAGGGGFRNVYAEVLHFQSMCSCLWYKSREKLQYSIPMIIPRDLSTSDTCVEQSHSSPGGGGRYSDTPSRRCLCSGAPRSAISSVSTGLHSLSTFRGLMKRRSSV
Dyrk1A ADPGlo – blocks rat Dyrk1A kinase activity; Q63470; ADP-Glo luminescence, NFATc1 peptide; inhibition, % at 12.5 µM; hit rate 0.43% among 310,000; in the data active = inhibition above about 50%;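 also: plate controls were vehicle with enzyme for no effect and no enzyme for full effect; many of its hits are not listed in these tables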
TRPC4 agonist – TRPC4 (mouse) channel activation. Q9QUQ5. HEK293 TRPC4beta/mu-opioid, Fluo4 calcium fluorescence; stronger effect = higher value. B-score at 10 µM. hit rate 0.49% among 310,000;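 active = B-score above 5 SD of library B-scores, and initial fluorescence ratio not above library mean plus 5 SD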;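 also: positive B-score marks a calcium rise read as TRPC4 activation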
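Material: HEK293 stable line with TRPC4beta plus mu-opioid receptor; technique: Fluo4 calcium-sensitive dye fluorescence, kinetic, 1 Hz baseline; timing: Fluo4 dye loading 45 min at room temperature, 110 s recording; controls: assay buffer as low control, maximal DAMGO as high control; read-out: integrated baseline-normalised fluorescence ratio, converted to per-well B score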
KCNQ1 act – potentiators or activators of human KCNQ1 potassium channel. CHO-K1 KCNQ1, thallium flux FluxOR fluorescence; stronger effect = higher value. B-score at 10 µM. P51787. AID 2648. hit rate 0.35% among 310,000;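 active = fluorescence ratio B-score, a plate-corrected score, at least three library SD, with initial intensity B-score within 5 SD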
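System: CHO-K1 cells stably expressing KCNQ1 / Medium: assay buffer for compound exposure, DMSO matched across wells / Reagent: thallium- and potassium-containing depolarizing buffer / Compound: one concentration, matched DMSO / Incubation: 20 min compound pretreatment at room temperature / Measured by: kinetic FluxOR fluorescence, 10 s baseline plus 110 s post-stimulus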
* hit, by the source's call; i = inactive; ? = inconclusive; · = not tested or not shown. This is a subset. The share of hits here may be higher or lower than overall.

Below each SMILES – hERG rescue, ANO1 block, KCNK9 block, TMEM16A act, TRPC4 potent, HDAC3 inh, KCNQ1 inh, KCNK3 inh, Dyrk1A ADPGlo, TRPC4 agonist, KCNQ1 act
- CCN1C(=O)[C@@H]2[C@H](C1=O)[C@@H]1C(=O)Nc3ccccc3C(=O)N1[C@@H]2c1ccc(OC)cc1
  -7.2, i, i, i, i, 6.9, i, i, -0.6, i, i
- CCN(CC)S(=O)(=O)c1ccc(N/N=C/c2ccccc2OCC(=O)O)c([N+](=O)[O-])c1
  -2.5, i, i, i, i, 6.3, i, i, 0.6, i, i
- CC(C)=C1C2CCC1C1C(=O)N(c3ccc(C)c(C)c3)C(=O)C21 (configuration not stated)
  -7.0, i, i, i, i, 2.4, i, i, 0.0, i, i
- CC(C)C[C@H](NC(=O)NCCc1ccc(Cl)cc1)C(=O)O
  -6.7, i, i, i, i, -8.4, i, i, -0.5, i, i
- COc1cccc(SCc2noc(C(=O)NCc3ccccc3)c2C(=O)NCc2ccccc2)c1
  -7.3, i, i, i, i, -2.5, i, i, 8.7, i, i
- O=C(CN(C(=O)c1ccccc1Cl)N1C(=O)CCCC1=O)c1ccc(Cl)cc1
  -11.6, i, i, i, i, 0.8, i, i, 6.1, i, i
- CC(C)CNC(=O)NC(=O)COc1c(F)c(F)cc(F)c1F
  -7.7, i, i, i, i, 3.6, i, i, 8.0, i, i
- CCn1c(=O)cc(OCC(=O)NCc2cccs2)c2ccccc21
  -3.1, i, i, i, i, ·, i, i, -1.2, i, i
- O=c1c2ccccc2[nH]c(=S)n1CCN1CCc2ccccc2C1
  -1.8, i, i, i, i, -2.2, i, i, -0.6, i, i
- Nc1nc(Nc2cccc(Cl)c2)nc(NCCO)c1[N+](=O)[O-]
  -0.8, i, i, i, i, 0.4, i, i, 14.9, i, i
- CCOc1ccc(N=C(NC#N)SCC(=O)NC2CC2)cc1
  -4.3, i, i, i, i, 1.7, i, i, 9.5, i, i
- CC(=O)c1cccc(N=Nc2c(C)[nH]c3ccccc23)c1
  -4.0, i, i, i, i, 10.3, i, i, -7.5, i, i
- CCOc1c(C)cnc2c1c(=O)n(CC(=O)NCC1CCCO1)c(=O)n2C (configuration not stated)
  -14.1, i, i, i, i, -6.4, i, i, 5.2, i, i
- CCOC(=O)c1nn(-c2ccc([N+](=O)[O-])cc2)cc1O
  -8.1, i, i, i, i, 5.1, i, i, 4.0, i, i
- CCn1c(=O)c2ccccc2n2c(SCC(=O)NCc3cccs3)nnc12
  -4.5, i, i, i, i, -3.5, i, i, -7.5, i, i
- CC(C)Oc1ccc(C(=O)NC(C)(C)CO)cc1
  -5.1, i, i, i, i, -1.5, i, i, 1.5, i, i
- COCCn1c(SC(C)C(=O)Nc2ncc(Cl)cc2Cl)nc2ccccc21 (configuration not stated)
  -12.6, i, i, i, i, 0.2, i, i, 7.0, i, i
- COc1ccc(-n2c(SC(C)C(=O)Nc3ccc(NC(C)=O)cc3)nc3ccccc3c2=O)cc1OC (configuration not stated)
  -0.8, i, i, i, i, 1.1, i, i, -2.4, i, i
- CCN1CCn2c3c(c4cc(Br)ccc42)CCCC31 (configuration not stated)
  -13.6, i, i, i, i, 5.9, i, i, 3.8, i, i
- CCCN1CCN(CCCNC(=O)Cn2cc3c(n2)CCCC3)CC1
  -2.9, i, i, i, i, -8.3, i, i, 2.5, i, i
- O=C(NCc1nnc(SCC(=O)N2CCOCC2)o1)c1c(F)cccc1Cl
  -2.0, i, i, i, i, 4.2, i, i, -5.8, i, i
- COc1ccc(N2C(=O)Cc3ccccc3C2=O)cc1
  -5.9, i, i, i, i, -1.3, i, i, -4.2, i, i
- O=C(NC1CCN(S(=O)(=O)c2cccc(F)c2)CC1)c1ccc(F)cc1
  -6.1, i, i, i, i, 2.1, i, i, -5.8, i, i
- CC(=O)Nc1sc(N/N=C/c2ccc(C)cc2)nc1-c1ccc(C)cc1
  -3.1, i, i, i, i, 6.3, i, i, 7.6, i, i
- Cc1ccnc(SCC(=O)N2CCc3ccccc32)n1
  -7.6, i, i, i, i, 9.0, i, i, -4.3, i, i
- O=c1[nH]snc1-c1c(Cl)cccc1Cl
  -4.5, i, i, i, i, -2.6, i, i, -7.6, i, i
- CCCCC(=O)N(Cc1nc2sc(C)c(C)c2c(=O)[nH]1)C1CCCC1
  -7.0, i, i, i, i, 2.0, i, i, -1.1, i, i
- N#Cc1nc(-c2ccco2)oc1NCc1ccc(F)cc1
  -3.5, i, i, i, i, -20.0, i, i, 16.6, i, i
- CCc1ccc(NC(=O)CSc2nnnn2-c2cccnc2)cc1
  -4.8, i, i, i, i, -1.8, i, i, 10.4, i, i
- CCN1CCCc2cc(CN(CCN3CCOCC3)C(=S)Nc3cccc(C)c3)ccc21
  -13.2, i, i, i, i, 3.9, i, i, -1.5, i, i
- CCC(C)NC(=O)CN1C(=O)NC2(CCc3ccccc3C2)C1=O (configuration not stated)
  -1.5, i, i, i, i, -3.3, i, i, ·, i, i
- CCOC(=O)N1CCC(Nc2c(-c3ccc(C)c(C)c3)c(=O)c2=O)CC1
  -15.9, i, i, i, i, -3.4, i, i, -1.9, i, i
- O=C(NCCn1cccn1)C1CCC(=O)N(CC2CCCCC2)C1 (configuration not stated)
  -5.1, i, i, i, i, -2.3, i, i, -6.5, i, i
- O=S(=O)(Nc1ccc(F)cc1)c1ccc(NS(=O)(=O)c2cccs2)cc1
  -3.6, i, i, i, 11*, 2.7, i, i, -3.8, i, i
- O=C(O)c1ccc(/C=N/N2CCN(Cc3ccc(Cl)cc3)CC2)cc1
  -2.5, i, i, i, i, 3.2, i, i, -3.9, i, i
- COc1cccc(C(=O)NC2CCN(C(=O)N3c4ccccc4Sc4ccccc43)CC2)c1
  -18.6, i, i, i, i, -1.9, i, i, 4.9, i, i
- Cc1[nH]c(=O)[nH]c(=S)c1C(=O)Nc1ccc(Cl)c(Cl)c1
  -1.9, i, i, i, i, 2.9, i, i, 5.3, i, i
- COC(=O)c1cccc(NC(=O)c2ccc(OC)c(Cl)c2)c1
  -17.2, i, i, i, i, -7.5, i, i, 0.0, i, i
- CN(Cc1ccccc1)S(=O)(=O)c1ccc2[nH]c(=O)ccc2c1
  -0.6, i, i, i, i, -3.2, i, i, -1.3, i, i
- CC(C)(C)NC(=O)CCSc1nnc(-c2ccco2)o1
  -10.5, i, i, i, i, 1.1, i, i, -3.1, i, i
- CC(C)C(c1nnnn1C1CCCC1)N1CCc2ccccc21 (configuration not stated)
  -6.4, i, i, i, i, -3.1, i, i, -6.5, i, i
- Cc1[nH]c2ccccc2c1[C@H]1[C@@H](CC#N)C1(C)C
  -7.8, i, i, i, i, 5.1, i, i, 2.0, i, i
- COC(=O)c1sc(NC(=S)NC(=O)c2ccc(F)cc2)nc1C
  -3.7, i, i, ·, i, -2.5, i, ·, ·, i, i
- O=C1OC(COc2ccc(Br)cc2)CN1c1ccccc1 (configuration not stated)
  -2.3, i, i, i, i, 2.8, i, i, 0.2, i, i
- CCCCC(=O)NC(=S)Nc1ccccc1N1CCCCC1
  -3.1, i, i, i, i, 8.2, i, i, 3.4, i, i
- COc1ccc(NC(=O)c2ccc(S(=O)(=O)N(C)c3ccccc3)cc2)cn1
  -8.8, i, i, i, i, ·, i, i, -2.0, i, i
- CCCOc1ccccc1C(=O)Nc1ccc(S(=O)(=O)N2CCN(C)CC2)cc1
  -4.4, i, i, i, i, 2.7, i, i, 2.1, i, i
- N#Cc1cc2c(nc1SCC(=O)N1CCCCC1)CCCCC2
  -5.0, i, i, i, i, 15.7, i, i, -4.0, i, i
- O=[N+]([O-])c1ccc(Oc2ccc(Oc3ccc(C(F)(F)F)cn3)cc2)nc1
  -7.1, i, i, i, i, 2.7, i, i, 0.7, i, i
- COC(=O)NNS(=O)(=O)c1ccc(C)cc1
  -3.4, i, i, i, i, -0.9, i, i, -7.2, i, i
- Cc1c(C)n(Cc2ccccc2)c2ncnc(NCCO)c12
  -2.0, i, i, i, i, -4.5, i, i, -2.4, i, i
- CCOC(=O)N1CCN(CCC(=O)Nc2cccc(C)c2)CC1
  -7.1, i, i, i, i, 6.1, i, i, 5.3, i, i
- O=C(O)c1ccc2noc(-c3ccccc3)c2c1
  -11.0, i, i, ·, i, ?, i, i, 23.1, i, i
- O=S(=O)(NCc1ccco1)N1CCOCC1
  -5.8, i, i, i, i, -0.6, i, i, 3.2, i, i
- O=C(c1ccc([N+](=O)[O-])cc1)N1CCSC1c1cccc(Cl)c1 (configuration not stated)
  -5.0, i, i, i, i, -2.3, i, i, 4.9, i, i
- S=c1nc(-c2ccccc2)n(CCCn2ccnc2)c2c1CCCC2
  -6.7, i, i, i, i, 4.8, i, i, 2.3, i, i
- Cc1cc(C(=O)Nc2c(F)cc(F)cc2Br)no1
  -6.6, i, i, i, i, -2.9, i, i, 4.8, i, i
- COc1ccccc1C(=O)NNC(=O)c1ccncc1
  -6.5, i, i, i, i, 0.9, i, i, 0.6, i, i
- Cc1ccccc1-c1nc(C#N)c(N2CCCCC2)o1
  -2.7, i, i, i, i, -9.6, i, i, 10.2, i, i
- Oc1cccc(Oc2ncc(C(F)(F)F)cc2Cl)c1
  -3.7, i, i, i, i, 3.0, i, i, 2.7, i, i

Next part.
Below each SMILES – hERG rescue, ANO1 block, KCNK9 block, TMEM16A act, TRPC4 potent, HDAC3 inh, KCNQ1 inh, KCNK3 inh, Dyrk1A ADPGlo, TRPC4 agonist, KCNQ1 act
- COc1ccc(/C=C/C(=O)NC(=S)NNC(=O)c2cccnc2)cc1
  -6.3, i, i, i, i, -0.5, i, i, 22.5, i, i
- Cc1nc(NC(=O)C23CC4CC(CC(C4)C2)C3)sc1Cc1ccc2c(c1)OCO2
  -5.6, i, i, i, i, -5.8, i, i, 2.4, i, i
- CCC12CN3CC(CC)(CN(C1)C3c1c(O)ccc3ccccc13)C2=O (configuration not stated)
  -4.7, ·, i, i, i, ·, i, i, 3.1, i, i
- Cc1cccc(NCC(=O)N/N=C\c2c[nH]c3ccccc23)c1
  -7.9, i, i, i, i, -7.3, i, i, 2.8, i, i
- Cc1ccc(NC(=O)CCC(=O)NNC(=O)c2ccco2)cc1C
  -12.8, i, i, i, i, 4.1, i, i, 0.6, i, i
- COc1ccc(S(=O)(=O)Oc2cccc(/C=N/N=C3/NC(=O)C(CC(=O)O)S3)c2)cc1 (configuration not stated)
  -1.6, i, i, i, i, 3.9, i, i, -0.2, i, i
- C=C1c2cc(C)ccc2NC(=O)N1c1ccccc1
  -8.9, i, i, i, i, 2.2, i, i, -1.9, i, i
